CHO-K1 Ca PAM = M1 PAM counterscreen hit in parental CHO-K1 cells | activation, % at 3 µM | hit rate 0.02% among 360,000 | ATP EC20, Fluo-8 calcium fluorescence; 0% at ATP EC20, 100% at ATP max;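 active = activation above the run cutoff, the mean activation of all test compounds plus 3 SD, cut at about 40% in these data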;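 note: peak over basal fluorescence ratio in a 140 s read after ATP addition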
CRFR2-BP ag = agonists of human CRF-binding protein/CRF-R2 receptor complex | activation, % at 13.2 µM | HEK293 CRF-R2/CRF-BP, calcium dye fluorescence (FLIPR); percent of saturating CRF peptide response | AID 588473 | hit rate 0.46% among 350,000;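 active = activation of at least 50%, plus an integration ratio under a set limit after plate pattern correction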;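 note: plate controls were neutral control wells without compound for no effect and CRF at EC100 for full effect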
TAAR1 antag = antagonists of human TAAR1; hit rate 1.5% among 360,000; inhibition, % at 3 µM; AID 624466; CHO RD-HGA16 TAAR1, Fluo-8 calcium fluorescence, antagonist;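 active = inhibition above a per-plate cutoff, the mean inhibition of test compounds on that plate plus 3 SD, cut at about 49% in these data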;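 note: 0% = DMSO plus EC80 beta-PEA response and 100% = DMSO alone without agonist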
Target sequence (Q96RJ0 whole entry, looked up): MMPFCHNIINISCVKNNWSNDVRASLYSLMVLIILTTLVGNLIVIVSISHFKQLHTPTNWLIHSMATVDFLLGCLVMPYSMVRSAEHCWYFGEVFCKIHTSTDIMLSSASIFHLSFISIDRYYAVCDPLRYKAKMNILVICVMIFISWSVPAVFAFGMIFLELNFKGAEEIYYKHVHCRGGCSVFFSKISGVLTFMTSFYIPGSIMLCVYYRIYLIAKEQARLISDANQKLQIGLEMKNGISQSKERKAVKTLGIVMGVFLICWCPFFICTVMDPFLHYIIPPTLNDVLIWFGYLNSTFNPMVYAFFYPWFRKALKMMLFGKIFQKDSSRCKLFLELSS
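Test system – hTAAR1-expressing CHO RD-HGA16 cells, Gα16-coupled · Reagent – β-PEA at EC80 concentration, post-compound challenge · Compound dosing – 3 µM, single point · Timing – 140 s kinetic read after compound, 140 s after agonist · Detection – Fluo-8 intracellular calcium dye fluorescence, real-time kinetic reads · Control set – DMSO and EC80 PEA controls · Repeats – n of 1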
TAAR1 ag = human TAAR1 agonism; CHO RD-HGA16 TAAR1, Fluo-8 calcium fluorescence; vehicle wells 0%, saturating PEA agonist 100%; Q96RJ0; hit rate 0.99% among 360,000; AID 624467; activation, % at 3 µM;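 active = activation above the mean activation of all test compounds in the run plus 3 SD, cut at about 38% in these data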
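Test system: RD-HGA16 (CHO) cells co-expressing Gα16 and hTAAR1 | Doses: Single dose, 3 µM | Schedule: 17-24 h seeding, 75 min 37 °C dye, 30 min RT | Evaluation: % activation from peak over basal fluorescence ratio, DMSO-to-PEA scaled | Technique: Kinetic Fluo-8 calcium fluorescence | Benchmarks: Low control DMSO, high control PEA (EC100)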
M5 antag = antagonists of human muscarinic M5 receptor (CHRM5) | CHO-hM5 cells, Fluo-8 calcium fluorescence, ACh EC80 | AID 624040 | hit rate 0.59% among 360,000 | inhibition, % at 3 µM | P08912;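 active = inhibition above a per-plate cutoff, the mean of that plate's test compounds plus 3 SD, cut at about 27% in these data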;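 note: 0% = acetylcholine EC80 with DMSO and 100% = DMSO without agonist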
CRFBP-R2 block = blocks CRF-induced signaling of the CRF-BP/CRF-R2 complex; HEK293 CRF-R2/CRF-BP, CRF-induced calcium fluorescence; inhibition, % at 11.8 µM; hit rate 0.59% among 350,000; AID 588475;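 active = inhibition of the ligand-induced calcium signal above about 50% at the single tested concentration, limit read from the data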
M5 ag = CHRM5 agonism in calcium assay | P08912 | CHO-K1 hM5 cells, Fluo-8 calcium fluorescence; 0% DMSO wells, 100% maximal acetylcholine response | activation, % at 3 µM | hit rate 0.19% among 360,000 | AID 624037;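 active = activation above the run's mean over test compounds plus 3 SD, cut at about 23% in these data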;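 note: signal is peak over basal fluorescence ratio across the kinetic read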
M5 PAM = positive allosteric modulators of human muscarinic M5 receptor; P08912; CHO-K1 hM5, Fluo-8 calcium, ACh EC20 PAM; 0% = ACh EC20, 100% = ACh EC100; activation, % at 3 µM; hit rate 0.3% among 360,000;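 active = activation above the run cutoff, the mean activation of all test compounds plus 3 SD, cut at about 18% in these data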
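Assay system: CHO-K1 hM5 cells / Incubation: Fluo-8 loading 80 min at 37 °C plus 30 min room temperature / Technique: Fluo-8 calcium dye fluorescence, kinetic read / Repeats: single replicate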
M4 PAM = potentiates acetylcholine response at human M4 receptor. AID 624126. P08173. activation, % at 3 µM. hit rate 0.4% among 360,000. CHO-K1 hM4/Gqi5, Fluo-8 calcium fluorescence, ACh EC20; 0% = ACh EC20, 100% = maximal ACh;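 active = activation above its plate's cutoff, the mean activation of sample wells plus 3 SD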; note: some results filed as inactive read as strong as hits
Target sequence (P08173 whole entry, looked up): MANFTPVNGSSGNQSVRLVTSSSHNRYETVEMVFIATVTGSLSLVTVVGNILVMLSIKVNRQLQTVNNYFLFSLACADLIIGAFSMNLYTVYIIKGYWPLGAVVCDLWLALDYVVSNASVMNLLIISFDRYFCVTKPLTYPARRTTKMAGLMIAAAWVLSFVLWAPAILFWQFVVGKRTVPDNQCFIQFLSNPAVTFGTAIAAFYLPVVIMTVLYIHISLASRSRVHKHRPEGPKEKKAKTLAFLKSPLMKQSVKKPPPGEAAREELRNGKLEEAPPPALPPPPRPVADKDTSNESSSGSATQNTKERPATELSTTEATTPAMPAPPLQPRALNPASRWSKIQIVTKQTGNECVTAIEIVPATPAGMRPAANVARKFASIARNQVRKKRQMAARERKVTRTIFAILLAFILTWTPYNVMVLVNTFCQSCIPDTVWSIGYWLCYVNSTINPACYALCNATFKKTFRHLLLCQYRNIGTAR
The depositor's hits bear a star; . = no result given.

#	Structure	CHO-K1 Ca PAM	CRFR2-BP ag	TAAR1 antag	TAAR1 ag	M5 antag	CRFBP-R2 block	M5 ag	M5 PAM	M4 PAM
1	C=CCn1c(SCC(=O)c2cc(C)n(Cc3cccs3)c2C)nnc1-c1ccncc1	12	-1.1	8	4	7	4	-7	4	-1
2	CC(C)c1nnc(SCC(=O)N2CCOCC2)n1C	-3	1.2	0	6	-4	5	0	-2	5
3	Cc1cc(S(=O)(=O)N2CCN(c3ccccc3O)CC2)c(C)s1	-10	-2.3	-23	-2	2	-22	-2	-5	1
4	O=C(NCCc1ccc(F)cc1)C(=O)Nc1cc2c3c(c1)CC(=O)N3CCC2	-8	-2.9	13	3	0	27	3	-1	0
5	Cc1cc(NC(=O)C2CC(=O)N(c3cccc(C)c3C)C2)no1 (centres undefined)	-7	1.0	-5	0	3	6	0	-1	-5
6	C=C(C)c1cccc(C(C)(C)NC(=O)NCc2ccc(OC)c(OC)c2)c1	7	0.7	5	3	-4	-13	3	1	11
7	CN(C)S(=O)(=O)c1ccc(S(=O)(=O)NCc2cccs2)cc1	-3	-0.8	-2	0	11	10	-1	-7	-6
8	COc1ccc(N2CCN(C(=O)C3CC(=O)N(c4ccc(C)cc4)C3)CC2)cc1 (centres undefined)	18	0.8	5	-2	15	8	-1	-5	-5
9	CC(C)NC(=O)C(=O)NNC(=O)C12CC3CC(CC(C3)C1)C2	6	0.7	-9	6	4	19	-2	-3	-3
10	O=C(Nc1cc(C(F)(F)F)ccc1N1CCOCC1)c1cn2ccccc2n1	7	-1.2	-2	10	0	32	-2	-3	-5
11	CCCN1CCN(C(c2cc3cc4c(cc3[nH]c2=O)OCO4)c2nnnn2C(C)(C)C)CC1 (centres undefined)	20	-0.1	3	1	-1	-18	1	1	8
12	Cc1cc(-c2ccc(C)c(S(=O)(=O)NCC3CCN(Cc4ccc(F)cc4)CC3)c2)on1	0	3.9	3	9	2	-13	-8	-3	-6
13	COCCNC(=S)Nc1ccccn1	27	0.9	0	8	8	10	-3	0	7
14	C/C(=N\NC(=O)c1cccnc1)c1cccc([N+](=O)[O-])c1	-16	0.1	10	2	2	4	0	0	-4
15	CCCNS(=O)(=O)c1ccc(C(=O)NCC2CCCO2)cc1 (centres undefined)	19	0.9	4	3	8	6	0	-4	-3
16	C[C@H](CO)N1C[C@H](C)[C@@H](CN(C)Cc2ccc(F)cc2)Oc2ncc(Br)cc2C1=O	15	1.5	5	-1	2	-10	-2	0	-4
17	O=C(c1ccccc1)C(O)(CN1CCCCC1)c1ccccc1 (centres undefined)	10	0.1	15	1	8	3	-3	6	-3
18	O=C(Nc1ccc(Br)cc1)C1CC(c2c(F)cccc2Cl)=NO1 (centres undefined)	-10	-0.3	23	6	13	8	2	-3	-7
19	Cc1cccc(C)c1-n1nnnc1C(c1ccnc2ccccc12)N1CCN(CCN(C)C)CC1 (centres undefined)	7	.	-34	1	6	.	0	2	3
20	CC(=O)Nc1ccc(NC(=O)COC(=O)[C@@H](NC(=O)c2ccc(F)cc2)C(C)C)cc1	13	-0.8	-3	2	-19	9	2	1	-2
21	O=C(NC1CCN(Cc2ccccc2)CC1)C1CCN(S(=O)(=O)c2cccc3cccnc23)CC1	15	0.9	10	2	-6	-17	-2	-6	-1
22	Cc1cc(C)cc(NS(=O)(=O)c2cc3[nH]c(=O)c(=O)[nH]c3cc2C)c1	12	-2.8	-18	6	1	15	2	-1	0
23	Cc1cc(N/N=C/c2ccccc2)nc(N)n1	-25	1.2	9	41*	-3	-2	0	8	7
24	CCCCn1c(N)c(N(CC)C(=O)c2ccc([N+](=O)[O-])c(C)c2)c(=O)[nH]c1=O	9	-1.2	8	-1	11	6	-2	-1	2
25	Cc1ccc(NC(=O)CN(C)C(=O)c2ccccn2)cc1	-4	-0.1	-10	0	2	-1	3	3	4
26	CCOc1ccc(N(C(=O)c2snc(C(N)=O)c2N)C(C)C(=O)NC2CCCCC2)cc1 (centres undefined)	2	-0.5	-22	-1	-4	0	3	-1	-3
27	Nc1c(C(=O)NCc2ccccc2)c2nc3ccccc3nc2n1CCCN1CCOCC1	18	1.0	34	18	-4	-12	2	4	-14
28	CCc1ccccc1NC(=O)c1cc(=O)c2ccccc2o1	-5	-1.6	2	8	-7	-5	1	9	2
29	Cc1cccn2cc(-c3ccc(Cl)cc3)nc12	13	0.4	18	16	-6	-4	-1	9	12
30	COc1cccc(C(=O)O[C@@H]2[C@H](Cc3ccccc3)NS(=O)(=O)[C@H]3C[C@@H]4C=C[C@]23O4)c1	13	1.4	-6	5	-5	4	9	4	0
31	CCCc1cc(C(=O)Nc2ccn(Cc3ccc(C)cc3)n2)no1	16	0.4	11	-1	-1	16	1	0	-3
32	COc1ccc(C2=NOC(C(=O)Nc3cc(Br)ccc3O)C2)cc1OC (centres undefined)	8	-1.7	7	12	-5	-6	4	2	-11
33	Cc1cc(/C=N/n2cnnc2)c(C)n1-c1ccc(Cl)cc1	-2	-2.1	-11	-2	3	3	-1	-1	-1
34	CCC(C)NC(=O)c1cc2c(=O)[nH]c3ccc(C)cc3c2s1 (centres undefined)	4	0.5	0	3	-7	-52	-6	3	-2
35	COc1ccc(CN2CCNC(=O)C2CC(=O)O)c(OC)c1 (centres undefined)	8	2.0	-23	3	-3	1	0	2	11
36	COc1ccc(CNC(=O)C/C(C)=N/NC(=O)c2ccc([N+](=O)[O-])cc2Cl)cc1	27	0.9	-2	2	-16	-4	-1	9	12
37	CN1CCN(C(=O)c2ccc(-c3cc4nc(NCc5cccnc5)n(C)c(=O)c4s3)cc2)CC1	18	.	-40	5	-7	.	1	1	2
38	COc1ccc(OC)c(/C=N/NC(=O)c2ccc[n+](CC(=O)c3ccccc3)c2)c1	7	2.4	.	.	3	1	-2	6	14
39	Cc1cc(C)nc(SCc2ccc(C(=O)N/N=C/c3ccco3)cc2)n1	8	0.6	4	3	6	-5	-5	-1	7
40	CCOc1ccc(NC(=O)CN(C)C(=O)c2c(C)nn(Cc3ccccc3Cl)c2C)cc1OCC	10	0.3	-1	0	-3	3	0	4	-4
41	O=C(c1sc2ccccc2c1Cl)N1CCN(c2ccccn2)CC1	-17	-0.9	2	3	11	7	-2	-8	-3
42	CCN(CC)c1nc(C(F)(F)F)nc2c1nnn2Cc1ccccc1	15	0.1	11	3	11	7	-6	8	-3
43	O=C1C2C(c3ccccc3)CC=CC2[C@H](c2ccc3ccccc3c2)N1Cc1ccccc1 (some centres undefined)	4	2.9	-13	1	3	-5	-2	7	12
44	CCn1c(=O)c([N+](=O)[O-])c(NCC(O)c2ccccc2)c2ccccc21 (centres undefined)	-1	-0.8	-9	14	5	-17	1	-9	-6
45	CN(C)CCNC(=O)NC1CCCCC1	-5	-1.9	9	7	-10	14	-5	-1	11
46	O=C(Nc1ccc(S(=O)(=O)Nc2nccs2)cc1)c1cnc(Cl)c(Cl)c1	10	1.5	-2	9	14	0	-4	-6	5
47	COc1ccc(CCNC(=O)CSC2=NS(=O)(=O)c3cc(Cl)ccc3N2)cc1OC	-7	0.7	-11	3	0	3	-1	3	-1
48	CCOC(=O)N1CCN(c2c(NCc3cccs3)c(=O)c2=O)CC1	-1	0.5	-13	0	6	1	1	-1	-3
49	CCO/C(C)=C1/SC(=S)NC1=O	10	7.6	0	17	11	-13	2	-7	-13
50	Oc1cc2c(cc1CN1CCN(c3ncccn3)CC1)OCO2	17	0.8	-10	7	-1	2	-6	1	-1

Given screen by screen: part of the list above
47	COc1ccc(CCNC(=O)CSC2=NS(=O)(=O)c3cc(Cl)ccc3N2)cc1OC
48	CCOC(=O)N1CCN(c2c(NCc3cccs3)c(=O)c2=O)CC1
49	CCO/C(C)=C1/SC(=S)NC1=O
50	Oc1cc2c(cc1CN1CCN(c3ncccn3)CC1)OCO2

Screen / compound no.	47	48	49	50
CHO-K1 Ca PAM	-7	-1	10	17
CRFR2-BP ag	0.7	0.5	7.6	0.8
TAAR1 antag	-11	-13	0	-10
TAAR1 ag	3	0	17	7
M5 antag	0	6	11	-1
CRFBP-R2 block	3	1	-13	2
M5 ag	-1	1	2	-6
M5 PAM	3	-1	-7	1
M4 PAM	-1	-3	-13	-1

(list continues)
#	Structure	CHO-K1 Ca PAM	CRFR2-BP ag	TAAR1 antag	TAAR1 ag	M5 antag	CRFBP-R2 block	M5 ag	M5 PAM	M4 PAM
51	CCc1noc(C)c1C(=O)N1CCN(S(=O)(=O)c2ccc(Br)cc2)CC1	-5	2.9	-10	0	-1	4	-1	0	8
52	CC1CCN(S(=O)(=O)c2cccc(C(=O)Nc3nncs3)c2)CC1	3	-1.2	10	1	-5	-20	5	-1	-4
53	CCCCn1nnnc1C(c1ccccc1)N1CCN(c2ccc(C(F)(F)F)cn2)CC1 (centres undefined)	27	.	12	3	2	.	-4	-4	-6
54	COc1ccc(CCNC(=O)C(C)SCc2ccccc2)cc1 (centres undefined)	16	0.3	5	5	0	4	-1	-1	0
55	CCOC(=O)c1cc(-c2ccccc2)n(CCC(=O)N2CCN(c3ccccn3)CC2)c1C	6	-7.3	21	4	10	29	-1	-12	-7
56	Cc1cccc(CN2CCc3c(OCC(=O)N4CCCc5ccccc54)cccc3C2=O)c1	0	-0.1	47	9	2	2	0	-11	-13
57	COCCNC(=O)/C(C#N)=C/c1ccc(O)c([N+](=O)[O-])c1	3	0.5	20	7	-12	0	-2	0	-3
58	O=C(NC1(C(F)(F)F)C(=O)Nc2c1c(=O)[nH]c(=O)n2-c1ccccc1)c1ccncc1 (centres undefined)	5	0.2	-3	6	-7	18	-1	4	1
59	Cc1c(NC(=O)CSc2nc3ccc(Cl)cc3[nH]2)c(=O)n(-c2ccccc2)n1C	13	-1.0	-10	10	-4	2	-2	1	5
60	CC1CCCCC12NC(=O)N(CC(=O)Nc1ccc(OC(F)F)cc1)C2=O (centres undefined)	-2	1.4	-7	-2	-3	-11	-1	-5	1
61	S=c1[nH]cc(Cc2ccccc2)s1	17	-0.5	-12	3	8	4	-1	-4	-1
62	COc1cc(Nc2ccc(C)cc2)c([N+](=O)[O-])nc1[N+](=O)[O-]	6	-5.3	-22	-4	0	11	0	1	1
63	COC(=O)c1ccc(-c2ccc(F)cc2)nc1C	28	-7.5	-30	2	-6	13	-5	6	8
64	COCC(C)NC(=O)c1nn(Cc2ccccc2)c(=O)c2ccccc12 (centres undefined)	26	-0.3	-6	-3	0	-13	-3	-1	4
65	C=C(C(=O)c1ccccc1)C(C(=C)C(=O)c1ccccc1)c1ccc(OC)cc1	-3	4.7	-45	0	-2	11	1	1	2
66	CCC(Oc1ccccc1OC)C(=O)Nc1ccc2c(c1)OCO2 (centres undefined)	2	-0.3	4	1	-12	-3	-4	1	2
